High-throughput results deposited in PubChem by Broad Institute.
CFTR F508del cor = F508del CFTR correction, initial screen, CFBE line, single point; CFBE cells, YFP halide quenching; stimulated with forskolin plus potentiator P3; % fluorescence drop versus neutral controls; activity (quench increase), % at 7.58 µM; 0.36% of 350,000 active; AID 720511, 2013;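 active = mean added fluorescence quench of at least 8% versus neutral control, with both replicates also reaching 8%; inconclusive = only one of the mean or replicate conditions met; inactive = mean below 8% and not both replicates reaching 8%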;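 also: cells transiently co-express mutant CFTR-F508del with the halide-sensitive YFP; corrector assay measuring rescue of mutant channel to the surface after 24 h compound exposure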
DENV2 CPE = inhibitors of DENV2 cytopathic effect, primary screen, cell-based, plate reader, single concentration | DENV2-infected cells, cytopathic effect rescue | CPE inhibition, % at 9.99 µM | 1.7% of 350,000 active | AID 651640, 2012; in the data active = CPE inhibition above about 20%, passing the limit was not always enough; inconclusive = no clear call, values can overlap the other calls; tested in BHK-21 cells;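 also: 0% = median of neutral control wells and 100% = median of positive control wells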
SIRT5 inh = SIRT5 desuccinylase inhibitors, primary screen, biochemical, fluorescence imaging, single point, set 5. NAD-dependent protein deacylase sirtuin-5, mitochondrial (Homo sapiens), Q9NXA8. Purified SirT5, succinyl-peptide AMC, trypsin-coupled fluorescence. inhibition, % at 15 µM. 1.1% of 330,000 active. AID 652115, 2013; in the data active = inhibition above about 15%; inconclusive = no clear call, values can overlap the other calls
Target sequence (Q9NXA8 whole entry, looked up): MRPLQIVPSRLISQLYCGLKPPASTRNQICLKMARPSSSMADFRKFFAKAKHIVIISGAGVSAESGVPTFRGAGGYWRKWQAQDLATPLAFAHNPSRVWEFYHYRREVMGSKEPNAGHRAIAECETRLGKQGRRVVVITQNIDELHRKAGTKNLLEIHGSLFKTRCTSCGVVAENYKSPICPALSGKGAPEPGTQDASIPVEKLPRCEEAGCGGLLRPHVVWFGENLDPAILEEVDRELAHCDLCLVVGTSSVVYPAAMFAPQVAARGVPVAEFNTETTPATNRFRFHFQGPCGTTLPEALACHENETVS
ERp5 block = inhibitors of ERp5-driven insulin aggregation, primary screen, biochemical, turbidity, absorbance 650 nm, single point; Protein disulfide-isomerase A6 (Homo sapiens), Q15084; 90 min; inhibition, % at 9.99 µM; 0.05% of 350,000 active; AID 651711, 2012;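 active = mean replicate inhibition above about 25%, with every replicate also reaching it, limit read from the data, passing the limit was not always enough; inconclusive = only one of those two criteria met; inactive = neither criterion met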
Target sequence (Q15084 whole entry, looked up): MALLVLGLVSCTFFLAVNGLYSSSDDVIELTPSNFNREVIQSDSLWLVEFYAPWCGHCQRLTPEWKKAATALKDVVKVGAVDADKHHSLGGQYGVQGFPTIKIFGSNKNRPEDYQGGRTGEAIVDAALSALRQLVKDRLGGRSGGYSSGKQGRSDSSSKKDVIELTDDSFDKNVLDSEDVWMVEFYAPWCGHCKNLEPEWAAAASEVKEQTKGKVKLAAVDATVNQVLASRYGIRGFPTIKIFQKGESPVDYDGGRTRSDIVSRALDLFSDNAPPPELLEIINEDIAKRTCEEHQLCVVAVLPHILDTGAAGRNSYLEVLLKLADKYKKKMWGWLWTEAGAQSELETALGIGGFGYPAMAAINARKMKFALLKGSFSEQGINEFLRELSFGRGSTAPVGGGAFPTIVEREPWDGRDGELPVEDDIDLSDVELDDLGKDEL
miR-122 sensor = miR-122 Renilla sensor signal increase in Huh7, primary screen, miR-122 inhibitor project, cell-based, single point, plate reader; AID 602342, 2012; 0.3% of 340,000 active; Huh7 miR-122 Renilla luciferase sensor, 48 h; neutral wells = 0, positive control = 100; activation (reporter increase), % at 12.5 µM;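 active = mean replicate activation score at least 90 and every replicate individually at or above 90; inconclusive = only one of the two criteria met; inactive = neither criterion met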;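 also: higher luciferase means less miR-122 activity so hits act as miR-122 inhibitors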
CASP6 VEID inh = human caspase-6 inhibitors, primary screen, biochemical, VEID-R110 fluorescence, single point, set 2. 0.53% of 350,000 active. inhibition, % at 12.5 µM. purified caspase-6, Z-VEID-R110 cleavage fluorescence;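 active = mean inhibition across replicates at least about 35%, with every replicate also reaching that limit, limit read from the data; inconclusive = only one of the two criteria met; inactive = neither criterion met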;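 also: 0% = median of neutral control wells and 100% = no fluorescence left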
Target sequence (P55212 24-179 limits assumed): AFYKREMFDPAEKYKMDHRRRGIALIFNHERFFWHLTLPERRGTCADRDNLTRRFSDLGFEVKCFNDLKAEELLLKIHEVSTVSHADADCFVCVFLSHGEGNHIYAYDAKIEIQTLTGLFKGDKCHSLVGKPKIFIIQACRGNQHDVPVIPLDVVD
Target sequence (P55212 194-293 limits assumed): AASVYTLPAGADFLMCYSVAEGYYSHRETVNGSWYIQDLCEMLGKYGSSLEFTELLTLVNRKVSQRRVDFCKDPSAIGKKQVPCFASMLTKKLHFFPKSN
ERAP1 HTS inh = human ERAP1 aminopeptidase inhibitors, primary screen, biochemical, single point, plate reader. Endoplasmic reticulum aminopeptidase 1 (Homo sapiens), Q9NZ08. recombinant ERAP1, Leu-AMC fluorescence, 60 min. inhibition, % at 10.7 µM. 0.15% of 340,000 active. AID 652197, 2013;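 active = mean replicate inhibition of at least 30%, or all replicates individually reaching that 30% level; inactive = mean below 30% and not every replicate reaching it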;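 also: 0% = neutral control wells and 100% = L-leucinethiol positive control wells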
* marks the source's active call; other numbers are inactive results; ? = inconclusive; / = not tested or not shown; [ ] = another dose, or the depositor's remark.

SMILES | CFTR F508del cor | DENV2 CPE | SIRT5 inh | ERp5 block | miR-122 sensor | CASP6 VEID inh | ERAP1 HTS inh
COCCN(CCOC)C(=O)CSc1ccc(S(=O)(=O)N2CCN(C)CC2)cn1 | -3.3 | 5 | 2 | 0 | -6 | -1 | 4
Cc1ccc(OCC(=O)NC(C)c2ccccc2)c([N+](=O)[O-])n1 (stereo not given) | 0.6 | 0 | -2 | -8 | / | -1 | 1
CCCOc1cccc(C2/C(=C(/O)c3ccc4c(c3)CC(C)O4)C(=O)C(=O)N2CCN2CCOCC2)c1 (stereo not given) | -1.0 | 3 | 2 | 3 | -2 | 2 | 1
CO[C@H](CN(C)Cc1cc(F)ccc1F)[C@@H](C)CN([C@@H](C)CO)S(=O)(=O)c1ccc(F)cc1 | -1.1 | 103* | 5 | 1 | / | 0 | -5
Cc1nc2c3cc(Cl)ccc3n(CCN3CCOCC3)c2s1 | 0.8 | -3 | -2 | 7 | / | 1 | /
Cc1cc2nc3n(c2cc1C)CCCN3 | 1.9 | -8 | 5 | 3 | 7 | -2 | 0
COc1cccc(-c2ccc([C@@H]3[C@H](CO)N4CCCCN(C(=O)c5ccc6c(c5)OCO6)C[C@@H]34)cc2)c1 | 1.0 | 3 | 0 | -2 | 1[16.7 µM] | -9 | 7
CCCOc1ccc(C(=O)NC(=S)Nc2nc3ccccc3s2)cc1 | -0.5 | 3 | 4 | 3 | 1 | -3 | 4
Cc1ccc(C(=O)NCc2ccco2)c(C)c1 | -0.9 | 4 | -3 | -4 | / | -1 | -1
COc1cc(C(=O)NCCC(=O)NC2CCCc3ccccc32)cc(OC)c1OC (stereo not given) | -0.8 | 2 | -5 | 11 | -1 | 15 | -4
CCC(=O)Nc1nc2ccc3sc(C)nc3c2s1 | -1.5 | -4 | -2 | -1 | / | -1 | 1
CCn1c(SCC(=O)N2CCC(C)CC2)nc2c(c1=O)SCC2 | 2.7 | 6 | -1 | 1 | -5 | 1 | -4
C[C@H]1CN([C@@H](C)CO)S(=O)(=O)c2ccc(C#Cc3ccccc3F)cc2O[C@H]1CN(C)C(=O)c1ccc2c(c1)OCO2 | 9.6* | 4 | 17* | -1 | 41[16.7 µM] | -1 | 5
CN1CCCN(S(=O)(=O)c2cccc(C#N)c2)CC1 | 0.3 | -4 | -4 | 3 | 1 | -29 | 3
COc1ccc(NC(=O)C2Cc3cc(S(=O)(=O)N4CCCCC4)ccc3N2C(C)=O)cc1Cl (stereo not given) | 0.8 | -1 | 2 | -2 | 42 | 4 | -2
Cc1ccc(Oc2ccc(NC(=O)C3=CC=CN4CCS(=O)(=O)N=C34)cc2)cc1 | 1.4 | 11 | -7 | -3 | 3 | -2 | -4
Cc1ccc(S(=O)(=O)Nc2ccc3c(c2)C(=O)N([C@H](C)CO)C[C@H](C)[C@H](CN(C)C)O3)cc1 | 1.5 | 2 | -1 | -1 | -5[16.7 µM] | -1 | -3
Cc1ccc(NC(=O)c2sc3ncn(CC(=O)N4CCOCC4)c(=O)c3c2C)c(Br)c1 | -0.5 | 0 | -8 | 5 | / | -1 | 2
COc1ccc(-c2cnc3c(c2)C(=O)N([C@@H](C)CO)C[C@@H](C)[C@@H](CN(C)S(C)(=O)=O)O3)cc1 | 0.6 | -2 | 5 | 4 | 38[16.7 µM] | -4 | 17
Cc1cc(C)c(NC(=O)CSCc2nc3sc(C)c(C)c3c(=O)[nH]2)c(Cl)c1 | 0.9 | -2 | 3 | -1 | 4 | 0 | -2
Cc1ccc(S(=O)(=O)NNC(=S)Nc2ccc(Cl)cc2)cc1 | 1.0 | 3 | -4 | 5 | / | 0 | 4
COC(=O)[C@@H](N[C@H](/C=C/c1ccccc1)[C@@H](O)Cc1ccccc1)c1ccccc1 | -2.5 | -9 | -3 | 1 | / | -2 | -4
N#C/C(=C1/C(=O)Nc2ccc(Br)cc21)c1ccccn1 | 0.6 | -1 | -1 | -5 | / | -1 | -1
Cc1[nH]c2ccc(F)cc2c1CCN(Cc1cccnc1)C(=S)Nc1ccc(F)cc1 | -2.2 | -5 | -1 | -3 | 2 | 0 | -3

Results in CFTR F508del cor, DENV2 CPE and ERp5 block, for 3 of the compounds above:
| smiles | CFTR F508del cor | DENV2 CPE | ERp5 block |
| --- | --- | --- | --- |
| N#C/C(=C1/C(=O)Nc2ccc(Br)cc21)c1ccccn1 | 0.6 | -1 | -5 |
| Cc1cc(C)c(NC(=O)CSCc2nc3sc(C)c(C)c3c(=O)[nH]2)c(Cl)c1 | 0.9 | -2 | -1 |
| Cc1ccc(NC(=O)c2sc3ncn(CC(=O)N4CCOCC4)c(=O)c3c2C)c(Br)c1 | -0.5 | 0 | 5 |

Next section:
SMILES | CFTR F508del cor | DENV2 CPE | SIRT5 inh | ERp5 block | miR-122 sensor | CASP6 VEID inh | ERAP1 HTS inh
Cc1cc(=O)oc2cc(NC(=O)C(C)Oc3ccc(F)cc3)ccc12 (stereo not given) | 5.2 | 4 | -2 | 1 | 7 | 3 | -1
COc1ccc(S(=O)(=O)/C(C#N)=C/Nc2cccc(OC)c2)cc1 | -3.7 | 11 | -7 | 2 | -2 | 2 | -3
O=C(COc1ccccc1)Nc1nc2c(s1)CCCC2 | -3.9 | 9 | -1 | -12 | -6 | -4 | 0
CN(C)CCNc1cc(-c2ccncc2)nc2ccccc12 | 2.6 | -8 | -1 | 0 | -4 | -38 | -6
COCC(=O)N1CC2(C1)[C@H](c1ccc(-c3ccc(F)cc3)cc1)[C@@H](CO)N2C(=O)C1CC1 | 1.0 | -4 | 14 | -2 | / | 3 | -1
O=C(O)c1ccc(S(=O)(=O)N(Cc2ccccc2)C2CCCCC2)cc1 | 7.5 | -1 | 22* | 7 | 1 | 3 | -2
Cc1ccc(-c2nc(-c3ccncc3)no2)cc1Cl | 0.3 | -6 | -5 | -7 | -2 | -3 | -1
COC(=O)CNc1nc(Cl)nc(Nc2ccc(C)cc2)n1 | -1.1 | 12 | / | 2 | 0 | 1 | 2
COC(=O)c1n[nH]n(-c2ccc(F)c(Cl)c2)c1=O | 0.8 | 8 | -2 | 0 | -5 | 0 | -4
Cc1ccccc1CSCC(=O)Nc1ccccc1Br | -1.3 | -4 | 9 | 0 | 1 | 0 | 3
CCN1CCN(c2ccc(S(=O)(=O)N3CCCCC3)cc2N)CC1 | -2.6 | -6 | 2 | -9 | -5 | -12 | -3
O=C(O)CC/C(=N\NC(=O)c1ccccc1)c1cccs1 | 6.6 | -2 | 2 | -1 | -4 | 2 | 4
CC(=O)N1N=C(c2cccnc2)OC1c1ccc(C(C)C)cc1 (stereo not given) | / | -3 | -2 | -6 | 0 | -2 | -1
CCOC(=O)CSc1nc2sc3c(c2c(=O)n1-c1ccccc1)CCN(C)C3 | 4.0 | -5 | 4 | 4 | -1 | -1 | 0
COc1ccccc1C1=NOC(C)(c2nnc(-c3cccc(Cl)c3)o2)C1 (stereo not given) | -3.7 | ? | / | -5 | -2 | -2 | 0
CCN(C(=O)CN1CCc2ccccc21)c1c(N)n(Cc2ccccc2)c(=O)[nH]c1=O | -1.9 | 11 | -3 | -2 | / | 1 | -2
CN(C)S(=O)(=O)c1cccc(NC(=O)c2sccc2-c2ccccc2)c1 | 1.0 | 4 | -1 | -2 | 10 | 3 | -2
OC(COCc1ccccc1)CN1CCN(Cc2ccc3c(c2)OCO3)CC1 (stereo not given) | 2.2 | 4 | -6 | 10 | / | -4 | -3
COc1cc(OC)c(-c2oc3ccccc3c(=O)c2O)c(OC)c1 | 4.1 | -2 | / | -8 | 32 | -2 | 0
C[C@@]1([C@@H](NC(=O)c2cccs2)c2ccc(-c3ccccc3)cc2)C[C@H]1C1CCCCC1 | -0.5 | / | -5 | 1 | 7 | -1 | 3
COc1ccc(C(=O)N/N=C/c2cccnc2)cc1 | 3.5 | -3 | 5 | 2 | 3 | 0 | 0
Cc1ccc(SCc2noc(C(=O)NC(C)C)c2C(=O)O)cc1C | 0.0 | -3 | 10 | 4 | / | 4 | -3
CCOC(=O)C1(Cc2cccc(OC)c2)CCCN(S(=O)(=O)CC)C1 (stereo not given) | 3.7 | -4 | -7 | -3 | -7 | 0 | -1
O=C1C(c2c(O)[nH]c3ccccc23)=Nc2ccccc21 | -5.1 | 7 | 11 | 0 | 3 | 2 | -3
COc1ccc2c3c([nH]c2c1)[C@@H](CO)N(C(=O)c1ccncc1)CC31CCN(C)CC1 | -1.0 | -6 | / | 0 | / | / | -1
CCn1nc(NS(=O)(=O)c2ccc([N+](=O)[O-])cc2)c2cc3cccc(C)c3nc21 | 2.6 | 3 | 5 | -1 | -8 | 4 | 0
COc1ccc(NC(=O)c2sc3nc(N4CCCC4)c4c(c3c2N)CC(C)(C)OC4)c(OC)c1 | 6.9 | -5 | 0 | -1 | / | -2 | -5
C/C=C/c1ccc2c(c1)O[C@H](CN(C)C(=O)c1ccccc1F)[C@@H](C)CN([C@@H](C)CO)S2(=O)=O | -0.4 | 2 | 1 | 3 | 52[16.7 µM] | -3 | -2
CC1CCN(C(=O)c2ccc(NS(=O)(=O)c3ccccc3)cc2)CC1 | 0.6 | -5 | -2 | -11 | 19 | 0 | 4
CN1CC(=O)N(CC(=O)Nc2ccc(Br)cc2F)C1=O | -1.5 | 1 | 2 | 6 | -9 | -2 | 0
CC(C)c1nnc(NC(=O)CCc2ccccc2)s1 | 0.2 | 4 | -4 | 2 | -3 | 1 | 1
COc1cc(C(=O)Nc2ccc(C)cc2)c2ccccc2n1 | 11* | 2 | 0 | 1 | 15 | 3 | 0
COc1ccc(OC)c(S(=O)(=O)N/N=C\c2c[nH]c3ccccc23)c1 | 0.6 | 37* | 0 | 4 | / | 0 | -1
CC(C)N1C(=O)CCC1C(=O)N1CCN(c2ccccn2)CC1 (stereo not given) | -3.0 | 7 | -3 | 0 | -4 | 7 | -5
Cc1ccc(CN2C(=O)C(=O)c3cc(C)ccc32)cc1 | 0.4 | -7 | / | -2 | / | -1 | -1
CC(C)=NOCC(=O)Nn1c(COc2c(C)cccc2C)nc2ccccc2c1=O | 0.5 | ? | -1 | -3 | 30 | 2 | -3
CC1(C)CC(=O)C(C(C2=C(O)CC(C)(C)CC2=O)c2ccc([N+](=O)[O-])cc2)C(=O)C1 (stereo not given) | 0.8 | -5 | 0 | 9 | / | 3 | -2
O=C(COc1ccc(Br)cc1)N/N=C1/SCC(=O)N1Cc1ccco1 | -1.6 | ? | 1 | 1 | / | 3 | 3
CCn1c(=O)cc(OCC(=O)Nc2ccccc2N2CCN(C)CC2)c2ccccc21 | -4.3 | -2 | 2 | 5 | -13 | -2 | 3
COCCCN(C(=O)C1=COCCO1)c1c(N)n(Cc2ccccc2)c(=O)[nH]c1=O | -0.7 | ? | -1 | -2 | / | -2 | 0
Cc1ccc(S(=O)(=O)N2C[C@H]3[C@H]4C(=O)N(C5CCCCC5)C(=O)[C@H]4CC(=O)[C@H]3[C@@H]2c2cccc3ccccc23)cc1 | 5.2 | -8 | 6 | 0 | 2 | -5 | /
Cc1cc(N2CCCC2)nc2ccc(NC(=S)NCCCN3CCC(C)CC3)cc12 | 0.1 | -8 | -8 | -2 | / | -47 | 3
COCCN(C(=O)c1snc(C(N)=O)c1N)C(C(=O)NC1CCCCC1)c1ccc(N(C)C)cc1 (stereo not given) | / | -1 | -7 | 4 | 9 | -3 | -1
CCCc1sc(C(=O)Nc2nnc(C3CC3)s2)cc1CC | 4.3 | 3 | -3 | -1 | / | -2 | -9
CSc1ccc(C(=O)N2CCC(CCC(=O)NCc3ccc(F)cc3)CC2)cc1 | -2.0 | -3 | -3 | 0 | -4 | 2 | 0
